Screening results deposited in PubChem by several laboratories.
HMGR II inh – blocks class II HMG-CoA reductase of Enterococcus faecalis; 0.41% of 190,000 active; purified E. faecalis HMGR, NADPH absorbance 340 nm kinetic; inhibition, % at 10 µM; AID 1066;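 active = inhibition above a set limit, the median over all tested compounds plus 3 SD, cut at about 9.5% in these data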;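 also: enzyme runs in reverse so mevalonate oxidation gives rising NADPH absorbance; 0% = complete reaction with DMSO and 100% = background rate lacking mevalonate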
PMI act – phosphomannose isomerase (human) activation | P34949 | purified human PMI, coupled resazurin fluorescence, 20 min; active compounds read high; 1 = vehicle control, 0 substrate-free wells | activation factor at 20 µM | 0.005% of 190,000 active | AID 1214;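 active = activation factor of 2 or more at 20 µM, relative to plate controls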
Target sequence (P34949 whole entry, looked up): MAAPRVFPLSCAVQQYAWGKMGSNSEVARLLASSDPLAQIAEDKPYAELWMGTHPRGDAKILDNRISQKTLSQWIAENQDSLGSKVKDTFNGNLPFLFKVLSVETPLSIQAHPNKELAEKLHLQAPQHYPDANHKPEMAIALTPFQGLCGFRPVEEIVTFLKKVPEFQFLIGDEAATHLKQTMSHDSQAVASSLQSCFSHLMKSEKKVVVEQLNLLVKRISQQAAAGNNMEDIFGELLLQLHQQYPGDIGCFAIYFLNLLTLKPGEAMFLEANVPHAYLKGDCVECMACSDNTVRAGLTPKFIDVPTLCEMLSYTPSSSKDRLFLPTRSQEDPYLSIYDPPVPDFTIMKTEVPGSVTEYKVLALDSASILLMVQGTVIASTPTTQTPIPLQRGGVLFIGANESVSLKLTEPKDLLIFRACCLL
G6PDH counter – counter-screen for G6PDH assay hits: L. mesenteroides G6PDH inhibition | Purified L. mesenteroides G6PDH, diaphorase/resazurin coupled fluorescence, 45 min | inhibition, % at 5 µM | 0.12% of 200,000 active | AID 1020; in the data active = inhibition above about 50%
TNAP inh no acc – inhibitors of human TNAP without phosphate acceptor. P05186. purified TNAP, CDP-star luminescence, 30 min. inhibition, % at 20 µM. 0.26% of 200,000 active. AID 1012;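 active = tissue-nonspecific alkaline phosphatase inhibition above about 50% at 20 µM in the single-dose screen, limit read from the data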;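 also: 0% = DMSO negative control and 100% = EDTA positive control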
Diaph act CS – counter-screen for diaphorase-based assays: diaphorase activators and chemical reducers; Diaphorase/resazurin coupled assay, resorufin fluorescence, 16 min; active compounds read high; 1 = vehicle wells, 0 = NADH-free wells; activation factor at 20 µM; 0.005% of 190,000 active; AID 1229;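 active = diaphorase activity raised at least twofold by the compound at 20 µM; inactive = activation factor below 2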
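Material: purified diaphorase enzyme from Clostridium kluyveri / Medium: HEPES pH 7.4 buffer with MgCl2 and Tween 20 / Schedule: enzyme reaction of 16 min at room temperature / Measured by: resorufin fluorescence, excitation 544 nm, emission 590 nm / Evaluation: rise in resorufin formation, marking diaphorase activation or chemical reduction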
TNAP act hi DEA – increases human TNAP activity under high phosphate acceptor concentration. P05186. purified TNAP, CDP-star luminescence, 1 M DEA, 30 min; active compounds read high; 0 = EDTA background, 1 = DMSO-only activity. activation factor at 20 µM. 200,000 tested, under 10 active;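 active = activation factor at least 2 at 20 µM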
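Test system – human TNAP · Doses – 20 µM single point · Incubation – 30 min, room temperature · Signal – luminescent substrate turnover signal · Read-out basis – activation factor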
Diaph inh CS – inhibits diaphorase or chemically oxidizes, flagging diaphorase assay artifacts. 0.69% of 190,000 active. inhibition, % at 20 µM. diaphorase resazurin-to-resorufin fluorescence, NADH, 16 min; bacterial (C. kluyveri) enzyme, not human;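 active = primary screen inhibition at 20 µM above a set limit, cut at about 50% in these data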;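 also: plate controls were DMSO with full reaction for no effect and wells lacking NADH for full effect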
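controls = No-NADH positive control and DMSO neutral control | system = Clostridium kluyveri diaphorase enzyme | timing = reaction incubation of 16 min at room temperature | signal = resorufin fluorescence 544/590 nm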
FLuc stim CS – affects firefly luciferase, flagging false hits in luciferase stimulation screens; AID 1027; ATPlite luciferase biochemical, luminescence, 10 min; 0 = ATP-free wells, 1 = DMSO control; activation factor at 10 µM; P08659; 200,000 tested, under 10 active;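 active = luciferase activation factor, scaled between plate controls, of at least 2 with compound at 10 µM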
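System: cell-free luciferase reagent; medium: PBS as buffer for the ATP substrate; doses: test compounds dosed from 2 mM stocks in 100% DMSO; incubation: 10 min, room temperature; measured by: luminescence from luciferase reaction; read-out: luciferase activation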
TNAP inh hiacc – inhibitors of human TNAP at high phosphate acceptor concentration. P05186. purified TNAP, CDP-star luminescence, 1 M DEA. inhibition, % at 20 µM. 0.03% of 200,000 active;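 active = over 50% inhibition of tissue-nonspecific alkaline phosphatase at 20 µM in the single-dose screen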;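 also: plate controls were DMSO wells for no effect and EDTA-quenched wells as full inhibition for full effect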
PMI act satM6P – activators of human phosphomannose isomerase at near-saturating mannose 6-phosphate; 0.34% of 190,000 active; P34949; activation factor at 20 µM; coupled PMI enzyme assay, resazurin fluorescence, 20 min; active compounds read high; 1 = untreated enzyme, 0 = substrate-free blank;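 active = activation factor of 2 or more at 20 µM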
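Test system: Human PMI in coupled enzyme assay | Input: 15 ng/mL PMI | Medium: HEPES-buffered pH 7.4 with magnesium and detergent | Compound: One concentration, 20 µM, in 1% DMSO | Incubation: Enzyme reaction with compound 20 min at room temperature | Detection: Diaphorase-driven resazurin-to-resorufin fluorescence, excitation 544, emission 590 nm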
* = called active by the depositor.

| # | Structure | HMGR II inh | PMI act | G6PDH counter | TNAP inh no acc | Diaph act CS |
| --- | --- | --- | --- | --- | --- | --- |
| 1 | CCN1CCN(CC(=O)c2cc(OC)c(OC)c(OC)c2)CC1 | -6 | 1.4 | 4 | -3 | 1 |
| 2 | CC(=O)c1cccc(NC(=O)Oc2ccccc2)c1 | -8 | 1 | 18 | -5 | 0.9 |
| 3 | Cc1nc(NC(=O)CCl)sc1C(=O)N(C)C | 0 | 1 | 8 | -8 | 0.8 |
| 4 | CCOc1ccc(C2C(C(=O)c3ccco3)=C(O)C(=O)N2CCCn2ccnc2)cc1 (stereo not drawn) | 2 | 0.9 | 3 | 1 | 0.9 |
| 5 | Cc1ccc(/C=N/NC(=O)c2nc3nc(C)cc(C)n3n2)cc1 | -1 | 1 | -4 | -3 | 1 |
| 6 | Cc1ccc(Cn2c(SC(C)C(N)=O)nc3ccccc3c2=O)cc1 (stereo not drawn) | -6 | 1 | 4 | -2 | 0.9 |
| 7 | Cc1cc(OC(=O)c2ccccc2)n(CCC#N)n1 | 3 | 1 | 0 | -18 | 0.9 |
| 8 | CCOC(=O)c1ccc(N2C(=O)CC(C3CCCO3)C2=O)cc1 (stereo not drawn) | -4 | 1 | 6 | -7 | 0.9 |
| 9 | Cc1ccc(C(C(=O)NCc2ccc(F)cc2)N(C(=O)c2csnn2)C2CC2)o1 (stereo not drawn) | -1 | 1.1 | 7 | -4 | 0.8 |
| 10 | COC(=O)c1ccc(CN(C(C)=O)c2ccccc2)o1 | -4 | 1 | 7 | -11 | 0.9 |

| # | TNAP act hi DEA | Diaph inh CS | FLuc stim CS | TNAP inh hiacc | PMI act satM6P |
| --- | --- | --- | --- | --- | --- |
| 1 | 1.1 | 0 | 1.1 | -5 | 1.2 |
| 2 | 1 | 8 | 1 | -3 | 1 |
| 3 | 1.1 | 19 | 1 | -6 | 1 |
| 4 | 1 | 12 | 1.1 | 0 | 1.1 |
| 5 | 1.1 | 1 | 1 | -6 | 1.1 |
| 6 | 1 | 12 | 1.1 | -3 | 0.9 |
| 7 | 1.1 | 13 | 1.1 | -5 | 1.1 |
| 8 | 1 | 13 | 1.1 | -4 | 1.1 |
| 9 | 1.1 | 16 | 1.1 | -10 | 0.9 |
| 10 | 1.1 | 14 | 1 | -6 | 1 |

New compounds follow:
| # | Structure | HMGR II inh | PMI act | G6PDH counter | TNAP inh no acc | Diaph act CS |
| --- | --- | --- | --- | --- | --- | --- |
| 11 | Cc1c(C(=O)NCc2ccco2)cccc1[N+](=O)[O-] | -6 | 0.9 | -12 | -6 | 0.9 |
| 12 | COc1cc2nc(-c3ccc(Br)o3)oc(=O)c2cc1OC | -4 | 0.9 | 8 | -12 | 1 |
| 13 | CCOC(=O)c1cccc(NC(=O)Cn2cnc3c2c(=O)n(C)c(=O)n3C)c1 | -3 | 0.9 | -8 | -8 | 0.9 |
| 14 | CC(C)c1ccccc1N=C1SCCN1C1CCS(=O)(=O)C1 (stereo not drawn) | -2 | 1 | 12 | 10 | 0.9 |
| 15 | CCOC(=O)C1=C(C)Nc2ncnn2C1c1cc(OC)ccc1OC (stereo not drawn) | -6 | 1 | -13 | -16 | 0.8 |
| 16 | C=CCn1c(SCC(=O)NC(=O)c2cccc([N+](=O)[O-])c2)nnc1-c1ccccc1F | 0 | 0.9 | -1 | -4 | 0.8 |
| 17 | CC(C)CNC(=O)c1ccccc1NC(=O)c1ccccc1N(C)S(=O)(=O)c1ccccc1 | 2 | 1 | 2 | -12 | 0.9 |
| 18 | O=C(CSC1=Nc2ccccc2C2=NC(c3ccccc3)C(=O)N12)NC1CCCCC1 (stereo not drawn) | 2 | 0.9 | 8 | -24 | 0.9 |
| 19 | COc1ccc(/C=C/C(=O)N2CCN(S(=O)(=O)/C=C/c3ccccc3)CC2)cc1OC | -3 | 1 | 6 | -20 | 1 |
| 20 | COc1ccccc1-c1cc(C(=O)N/N=C/c2ccc(C)s2)c2ccccc2n1 | -4 | 0.9 | 3 | -8 | 0.8 |
| 21 | CCNC(=S)NNC(=O)c1cc(C)nc2ccccc12 | 2 | 0.9 | -2 | -70 | 0.9 |
| 22 | CCOC(=O)c1sc(-c2ccccc2)cc1NC(=O)CSc1nnnn1C | -5 | 1 | 13 | -3 | 0.7 |

| # | TNAP act hi DEA | Diaph inh CS | FLuc stim CS | TNAP inh hiacc | PMI act satM6P |
| --- | --- | --- | --- | --- | --- |
| 11 | 1 | 10 | 1.1 | -1 | 1 |
| 12 | 1.1 | -1 | 1 | -7 | 1 |
| 13 | 1 | 10 | 1 | 1 | 0.9 |
| 14 | 1.1 | 9 | 1.1 | -7 | 1 |
| 15 | 1.1 | 16 | 1.1 | -5 | 1 |
| 16 | 1.1 | 24 | 1 | -7 | 0.9 |
| 17 | 1 | 9 | 1.1 | -3 | 1 |
| 18 | 1 | 11 | 1 | 2 | 0.9 |
| 19 | 1 | 2 | 1.1 | -2 | 1.1 |
| 20 | 1 | 21 | 1.1 | -4 | 0.9 |
| 21 | 1 | 12 | 1 | -4 | 1 |
| 22 | 1.1 | 29 | 1 | -8 | 0.9 |

11 successive entries from above, quoted:
| # | Structure | HMGR II inh | PMI act | G6PDH counter | TNAP inh no acc | Diaph act CS |
| --- | --- | --- | --- | --- | --- | --- |
| 7 | Cc1cc(OC(=O)c2ccccc2)n(CCC#N)n1 | 3 | 1 | 0 | -18 | 0.9 |
| 8 | CCOC(=O)c1ccc(N2C(=O)CC(C3CCCO3)C2=O)cc1 (stereo not drawn) | -4 | 1 | 6 | -7 | 0.9 |
| 9 | Cc1ccc(C(C(=O)NCc2ccc(F)cc2)N(C(=O)c2csnn2)C2CC2)o1 (stereo not drawn) | -1 | 1.1 | 7 | -4 | 0.8 |
| 10 | COC(=O)c1ccc(CN(C(C)=O)c2ccccc2)o1 | -4 | 1 | 7 | -11 | 0.9 |
| 11 | Cc1c(C(=O)NCc2ccco2)cccc1[N+](=O)[O-] | -6 | 0.9 | -12 | -6 | 0.9 |
| 12 | COc1cc2nc(-c3ccc(Br)o3)oc(=O)c2cc1OC | -4 | 0.9 | 8 | -12 | 1 |
| 13 | CCOC(=O)c1cccc(NC(=O)Cn2cnc3c2c(=O)n(C)c(=O)n3C)c1 | -3 | 0.9 | -8 | -8 | 0.9 |
| 14 | CC(C)c1ccccc1N=C1SCCN1C1CCS(=O)(=O)C1 (stereo not drawn) | -2 | 1 | 12 | 10 | 0.9 |
| 15 | CCOC(=O)C1=C(C)Nc2ncnn2C1c1cc(OC)ccc1OC (stereo not drawn) | -6 | 1 | -13 | -16 | 0.8 |
| 16 | C=CCn1c(SCC(=O)NC(=O)c2cccc([N+](=O)[O-])c2)nnc1-c1ccccc1F | 0 | 0.9 | -1 | -4 | 0.8 |
| 17 | CC(C)CNC(=O)c1ccccc1NC(=O)c1ccccc1N(C)S(=O)(=O)c1ccccc1 | 2 | 1 | 2 | -12 | 0.9 |

| # | TNAP act hi DEA | Diaph inh CS | FLuc stim CS | TNAP inh hiacc | PMI act satM6P |
| --- | --- | --- | --- | --- | --- |
| 7 | 1.1 | 13 | 1.1 | -5 | 1.1 |
| 8 | 1 | 13 | 1.1 | -4 | 1.1 |
| 9 | 1.1 | 16 | 1.1 | -10 | 0.9 |
| 10 | 1.1 | 14 | 1 | -6 | 1 |
| 11 | 1 | 10 | 1.1 | -1 | 1 |
| 12 | 1.1 | -1 | 1 | -7 | 1 |
| 13 | 1 | 10 | 1 | 1 | 0.9 |
| 14 | 1.1 | 9 | 1.1 | -7 | 1 |
| 15 | 1.1 | 16 | 1.1 | -5 | 1 |
| 16 | 1.1 | 24 | 1 | -7 | 0.9 |
| 17 | 1 | 9 | 1.1 | -3 | 1 |
